# Bioassay records: PubChem, University of Kansas High Throughput Screening Laboratory
# Pf apPOL inh = Pf-apPOL inhibitors, biochemical, fluorescence. actives 0.25% (n = 210,000). Plasmodium falciparum apicoplast DNA polymerase (apPOL). inhibition, % at 10 µM. Recombinant Pf-apPOL, molecular beacon fluorescence, 1.5 h
# mHTT CaM bind = mutant huntingtin-calmodulin interaction inhibitors – biochemical, AlphaScreen, primary screen. AlphaScreen His-mHTT/GST-CaM binding, luminescence. inhibition, % at 15 µM. actives 3.6% (n = 190,000). AID 1671202, 2021;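 also: 0% = both proteins with DMSO and 100% = one protein alone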
# Target sequence (P42858 whole entry, looked up, stated change not applied): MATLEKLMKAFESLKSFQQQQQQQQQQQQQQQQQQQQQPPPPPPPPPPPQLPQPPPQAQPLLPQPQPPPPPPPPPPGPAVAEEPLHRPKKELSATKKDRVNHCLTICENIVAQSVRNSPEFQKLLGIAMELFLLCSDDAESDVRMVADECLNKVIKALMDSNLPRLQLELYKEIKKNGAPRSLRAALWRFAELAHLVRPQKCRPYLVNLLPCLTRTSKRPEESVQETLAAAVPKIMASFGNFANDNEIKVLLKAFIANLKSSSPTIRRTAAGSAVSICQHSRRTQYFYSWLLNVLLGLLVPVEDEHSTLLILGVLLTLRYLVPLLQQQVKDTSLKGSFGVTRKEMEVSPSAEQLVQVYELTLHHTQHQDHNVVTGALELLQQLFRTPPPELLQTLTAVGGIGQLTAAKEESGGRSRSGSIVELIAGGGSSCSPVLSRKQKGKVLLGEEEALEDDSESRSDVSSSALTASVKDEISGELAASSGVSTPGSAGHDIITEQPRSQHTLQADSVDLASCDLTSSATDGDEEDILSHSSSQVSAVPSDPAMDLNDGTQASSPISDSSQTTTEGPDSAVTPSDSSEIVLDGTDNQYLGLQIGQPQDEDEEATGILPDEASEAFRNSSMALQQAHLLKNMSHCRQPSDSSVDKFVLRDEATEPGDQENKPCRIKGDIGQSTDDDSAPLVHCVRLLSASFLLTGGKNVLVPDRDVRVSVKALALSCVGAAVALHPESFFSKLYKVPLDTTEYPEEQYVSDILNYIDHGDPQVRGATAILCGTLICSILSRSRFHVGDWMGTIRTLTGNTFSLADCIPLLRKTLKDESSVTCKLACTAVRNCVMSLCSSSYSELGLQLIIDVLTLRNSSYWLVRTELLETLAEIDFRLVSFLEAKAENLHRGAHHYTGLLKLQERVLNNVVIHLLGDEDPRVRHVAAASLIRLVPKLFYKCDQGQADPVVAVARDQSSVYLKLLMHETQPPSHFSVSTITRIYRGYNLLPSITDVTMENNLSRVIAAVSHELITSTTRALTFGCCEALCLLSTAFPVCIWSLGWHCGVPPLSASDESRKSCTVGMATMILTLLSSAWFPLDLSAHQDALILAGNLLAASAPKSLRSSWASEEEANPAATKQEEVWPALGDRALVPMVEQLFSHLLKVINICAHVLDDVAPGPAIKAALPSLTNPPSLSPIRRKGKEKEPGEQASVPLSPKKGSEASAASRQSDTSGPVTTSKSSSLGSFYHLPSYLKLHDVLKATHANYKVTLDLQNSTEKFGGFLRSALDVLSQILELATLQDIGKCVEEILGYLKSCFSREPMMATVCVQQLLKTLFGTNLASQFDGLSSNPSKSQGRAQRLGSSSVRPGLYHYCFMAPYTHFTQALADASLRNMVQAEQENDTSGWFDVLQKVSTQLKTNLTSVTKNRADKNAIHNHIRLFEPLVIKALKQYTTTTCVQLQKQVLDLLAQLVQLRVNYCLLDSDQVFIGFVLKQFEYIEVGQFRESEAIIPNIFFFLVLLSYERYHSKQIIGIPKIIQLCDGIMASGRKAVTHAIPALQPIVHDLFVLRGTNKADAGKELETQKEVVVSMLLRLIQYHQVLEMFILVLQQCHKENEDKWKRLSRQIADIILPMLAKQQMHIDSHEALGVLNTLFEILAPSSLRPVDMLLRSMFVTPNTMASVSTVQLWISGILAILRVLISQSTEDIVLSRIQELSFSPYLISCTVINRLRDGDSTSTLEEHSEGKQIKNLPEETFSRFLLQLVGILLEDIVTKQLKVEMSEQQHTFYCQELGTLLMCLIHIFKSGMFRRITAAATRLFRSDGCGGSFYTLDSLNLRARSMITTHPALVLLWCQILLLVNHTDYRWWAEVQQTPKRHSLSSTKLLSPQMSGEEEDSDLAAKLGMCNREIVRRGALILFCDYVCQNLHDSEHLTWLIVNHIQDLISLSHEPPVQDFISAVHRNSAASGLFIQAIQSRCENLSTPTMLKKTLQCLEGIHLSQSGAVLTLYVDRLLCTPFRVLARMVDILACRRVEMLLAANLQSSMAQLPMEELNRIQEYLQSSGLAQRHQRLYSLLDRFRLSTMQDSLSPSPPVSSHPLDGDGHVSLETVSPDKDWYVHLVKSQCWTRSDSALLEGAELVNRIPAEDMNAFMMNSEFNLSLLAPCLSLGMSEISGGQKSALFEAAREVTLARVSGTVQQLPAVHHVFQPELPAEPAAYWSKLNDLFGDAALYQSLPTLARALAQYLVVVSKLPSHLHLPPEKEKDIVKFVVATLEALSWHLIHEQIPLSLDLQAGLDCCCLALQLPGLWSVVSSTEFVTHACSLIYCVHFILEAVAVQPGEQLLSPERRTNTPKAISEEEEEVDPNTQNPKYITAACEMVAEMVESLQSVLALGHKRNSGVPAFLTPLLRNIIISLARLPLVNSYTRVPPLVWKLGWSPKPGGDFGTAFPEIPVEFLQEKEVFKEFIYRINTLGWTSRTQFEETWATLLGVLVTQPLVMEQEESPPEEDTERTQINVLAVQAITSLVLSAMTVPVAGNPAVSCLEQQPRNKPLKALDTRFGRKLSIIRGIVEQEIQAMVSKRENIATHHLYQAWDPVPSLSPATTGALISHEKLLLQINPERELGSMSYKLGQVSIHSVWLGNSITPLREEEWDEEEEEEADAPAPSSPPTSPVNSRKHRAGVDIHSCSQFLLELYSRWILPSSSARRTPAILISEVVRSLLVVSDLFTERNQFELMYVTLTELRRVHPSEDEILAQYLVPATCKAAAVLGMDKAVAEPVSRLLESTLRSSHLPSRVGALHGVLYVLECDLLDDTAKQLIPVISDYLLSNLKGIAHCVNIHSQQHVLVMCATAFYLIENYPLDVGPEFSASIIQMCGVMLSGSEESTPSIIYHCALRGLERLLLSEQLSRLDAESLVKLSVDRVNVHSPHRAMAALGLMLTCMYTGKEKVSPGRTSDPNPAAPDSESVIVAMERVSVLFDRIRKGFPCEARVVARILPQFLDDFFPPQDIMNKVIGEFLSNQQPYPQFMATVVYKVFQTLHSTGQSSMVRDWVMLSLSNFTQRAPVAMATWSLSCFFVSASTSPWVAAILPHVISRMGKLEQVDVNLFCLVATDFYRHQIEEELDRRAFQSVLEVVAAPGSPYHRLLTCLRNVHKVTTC
# * hit, by the source's call; . = no result given; & = joins results of further samples. Rule as the data show it: active = inhibition above about 50%; inactive = the rest. Outcome played no part in choosing rows. About 3.5% of those tested had a hit in this group.
# Each structure is followed by: Pf apPOL inh | mHTT CaM bind
> CCCCN1CC(COCc2ccccc2)Oc2ccccc2S1(=O)=O (stereo not given)
    0 | -39
> CCCC(=O)N1CCC2(CC1)NC(=O)c1ccccc1O2
    -5 | 3
> C=CCN1C(=O)NOC(N)=C1C#N
    . | 2
> COCCNC(=O)CN1C(=O)/C(=C/c2ccc(C(F)(F)F)cc2)Sc2ccccc21
    5 | 29
> Cn1c(N2CCCC(C(=O)N3CCN(Cc4ccccc4)CC3)C2)cc(=O)n(C)c1=O (stereo not given)
    -1 | 9
> OC(COc1ccc2c(c1)CCC2)CN1CCc2ccccc2C1 (stereo not given)
    0 | 5
> CCC(C(=O)Nc1cccc(C)c1C)c1ccccc1 (stereo not given)
    1 | -6
> Cc1ccc(N2CCC(NC(=O)Nc3ccccc3)C2=O)cc1C (stereo not given)
    -3 | -4
> CCCCS(=O)(=O)N1CC=C(c2cn(C)c3ncccc23)CC1
    -5 | 4
> CC1CN(C(=O)Cc2ccccc2)CC1c1nc(-c2cccnc2)no1 (stereo not given)
    -1 | -1
> NS(=O)(=O)c1cccc(C(=O)Nc2ccccc2[N+](=O)[O-])c1
    -3 | 6
> O=C(Nc1c2c(nn1-c1ccc(Cl)cc1)CS(=O)(=O)C2)c1ccc(Cl)cc1
    -3 | 16
> O=C(NCC(O)c1ccc2c(c1)CCO2)C1CC=CCC1 (stereo not given)
    0 | -3
> C=C1CCN([C@@H](C)C(=O)OCc2cccc(C)c2)S(=O)(=O)c2ccccc21
    -6 | -51
> CCOc1ccc(C2=NC3(CCN(C)CC3)NC(c3ccccc3O)C2)cc1 (stereo not given)
    -3 | 3
> CCc1nn2c(CNC(=O)c3ccc(F)c(F)c3)c(C)nc2s1
    2 | 20
> COCC(=O)Nc1cccc(Br)c1
    -8 | 3
> Cc1cc(O)c2c(c1)C(=O)c1cc(O)cc(O)c1C2=O
    -68 | .
> COc1ccc(C2C3=C(CC(C)(C)CC3=O)OC3=C2C(=O)CC(C)(C)C3)cc1O
    1 | 6
> CCc1nc(-c2c(C)cc(C)nc2NC(=O)c2ccc(F)c(F)c2)no1
    -1 | -10
> O=[N+]([O-])c1ccc(CN2CCN(c3ccccc3F)CC2)s1
    0 | 12
> CCOC(=O)NN=C(C)c1cccc(NC(C)=O)c1
    -3 | .
> Cc1cn2c3c(=O)n(Cc4c(F)cccc4Cl)c(=O)n(C)c3nc2n1C(C)C
    -8 | -4
> COc1ccc(-c2c(C)oc3cc(OCC(=O)c4ccccc4)ccc3c2=O)cc1
    -6 | 2
> CSc1cccc(NC(=O)c2ccc(CN3CCOCC3)cc2)c1
    -6 | 4
> CSc1ncccc1C(=O)N1CCN(C(c2ccccc2)c2ccccc2)CC1
    1 | 30
> C=CCn1c(SCC2OCCO2)nc2cc(C(=O)NCC3CCCO3)ccc2c1=O (stereo not given)
    -2 | 3
> COc1nc(C)cc(C)c1C(N)=O
    -4 | .
> CCN1C(=O)Cc2cc(C(=O)NCc3ccccc3)ccc21
    -2 | 0
> O=C(NC1CC(=O)N(c2ccc3c(c2)OCO3)C1)c1ccncc1 (stereo not given)
    -2 | -6

# An excerpt of these results, field by field.
O=C(NC1CC(=O)N(c2ccc3c(c2)OCO3)C1)c1ccncc1 (stereo not given)
  Pf apPOL inh: -2; mHTT CaM bind: -6

Cc1cn2c3c(=O)n(Cc4c(F)cccc4Cl)c(=O)n(C)c3nc2n1C(C)C
  Pf apPOL inh: -8; mHTT CaM bind: -4

# (continued)
# Each structure is followed by: Pf apPOL inh | mHTT CaM bind
> Cc1nc(C2CCN(C(=O)c3cc(Cl)ccc3F)CC2)n[nH]1
    1 | -8
> O=C(Nc1ccc(F)cc1Cl)C1CCCN(C(=O)Cc2cccc3ccccc23)C1 (stereo not given)
    -1 | -3
> COc1ccc(Cl)cc1NC(=O)Cn1nc(C(F)(F)F)c(Br)c1C
    -3 | -12
> O=C(O)c1cc(C2CC2)nc2ccccc12
    -7 | -2
> COc1ccc(C(=O)NC2CC(O)C(CO)C2)cc1OC (stereo not given)
    -8 | -5
> COc1ccccc1NC(=S)O[C@H]1CCC12CCC(c1ccccc1)CC2 (stereo not given in full)
    -4 | -44
> CN1CCN(C(=O)c2cc3nc(-c4ccccc4)cc(-c4ccccc4)n3n2)CC1
    -5 | 34
> O=C(Cc1ccc(F)cc1)N1CCc2[nH]cnc2C1c1ccncc1 (stereo not given)
    0 | 8
> CCOc1ccc(Nc2cc(N3CCOCC3)c3noc4c3c2C(=O)c2ccccc2-4)cc1
    -6 | 41
> N#CC1=C(N)OC2=C(C(=O)CC(c3ccccc3)C2)C1c1ccc(F)cc1 (stereo not given)
    -3 | 4
> CC(C)S(=O)(=O)c1ccc(CC(=O)N2CCC(Cn3cccn3)CC2)cc1
    -2 | -11
> COc1ccc(N2CC(CNC(=O)Nc3c(F)cccc3F)CC2=O)cc1 (stereo not given)
    -7 | -8
> Cc1cccc(CN2CCCC2c2c(C)noc2C)c1 (stereo not given)
    2 | -7
> Cc1ccccc1-c1nc(C2CCN(C(=O)c3ccc(F)c(Cl)c3)CC2)no1
    2 | 94*
> Cn1c(/C(C#N)=C(\O)c2cccc(F)c2)nc2ccccc21
    0 | -1
> O=C(Nc1ccc(Br)cc1)C1CCC(N2C(=O)c3ccccc3C2=O)CC1 (stereo not given)
    -5 | -1
> CCc1noc(-c2cccnc2N2CCCN(Cc3ccc(Br)cc3)CC2)n1
    6 | -36
> CCOC(=O)C1=C(C)c2ccccc2N(S(=O)(=O)C(F)(F)F)C1C(=O)OCC (stereo not given)
    -2 | -25
> CCN(CC)CCNC(=O)CSc1nc2nc(C)c(Cc3ccccc3)c(C)n2n1
    6 | 4
> CCOC(=O)C(C#N)=CNc1cccc(F)c1C#N
    2&-11 | .
> CC1CCC2C(C1)c1c(n(C)c(=O)n(C)c1=O)OC2(C)C (stereo not given)
    -7 | 0
> COc1nn(C)cc1C(=O)N1CCCC(C(=O)Nc2ccc3c(c2)Cc2ccccc2-3)C1 (stereo not given)
    7 | 21
> CC(=O)Nc1ccc(-c2noc(C3CCN(C(=O)c4sccc4C)CC3)n2)cc1
    -3 | -6
> CC(Oc1ccc(Cl)cc1Cl)C(=O)Nc1c(Cl)cccc1Cl (stereo not given)
    -47 | -5
> Cc1ccc(NC(=O)c2sc3cc(C(C)(C)C)sc3c2C)cc1
    2 | .
> O=C(CCc1conc1-c1ccccc1)N1CCN(C2CCCCC2)CC1
    -4 | 2
> O=C(Nc1cccc(Cl)c1)c1cc([N+](=O)[O-])ccc1NCc1cccnc1
    -92 | 15
> O=C(CN1C(=O)/C(=C/c2ccc(Cl)cc2)Sc2ccccc21)N1CCOCC1
    -7 | 13
> Cc1cc(=O)oc2c3c(ccc12)O/C(=C\c1ccccc1[N+](=O)[O-])C3=O
    6 | 4
> CCn1cc(C(=O)N(CCc2ccccc2)Cc2ccccc2)c(=O)c2ccc(C)nc21
    -4 | 14
> CC(=O)c1ccc(N2C(=O)c3ccc(Cl)cc3C2=O)cc1
    0 | -2
> CCN1C(=O)C(C)(C(=O)Nc2cc(OC)ccc2OC)Oc2cccnc21 (stereo not given)
    -5 | -4
> O=C(COc1ccccc1)Nc1c2c(nn1-c1cccc(Cl)c1)CSC2
    -2 | 36
> COc1cc(C(=O)NCCc2ccc(S(=O)(=O)N3CCCC3)cc2)cc(OC)c1OC
    4 | 2
> O=C(c1csc(-c2cccnc2)n1)N1CCCCCC1
    -3 | -2
> O=C(Nc1ccc(F)cc1)OCCN1CCN(Cc2ccccc2)CCC1=O
    -3&-11 | 2&7
> O=C1S/C(=C\c2cc([N+](=O)[O-])cc([N+](=O)[O-])c2O)C(=O)N1c1ccccc1
    -4 | 43
> O=C(NCc1ccco1)C1C2C3CCC(C3)C12 (stereo not given)
    1 | 2
> O=c1oc2ccccc2nc1C=C(O)c1cccs1
    -13 | 10
> COC(=O)c1cc(=O)n2ccccc2c1C#N
    -3 | .

# Part of the list above, set out differently:
mol	Pf apPOL inh	mHTT CaM bind
O=C(CN1C(=O)/C(=C/c2ccc(Cl)cc2)Sc2ccccc21)N1CCOCC1	-7	13
Cc1cc(=O)oc2c3c(ccc12)O/C(=C\c1ccccc1[N+](=O)[O-])C3=O	6	4
CCn1cc(C(=O)N(CCc2ccccc2)Cc2ccccc2)c(=O)c2ccc(C)nc21	-4	14
CC(=O)c1ccc(N2C(=O)c3ccc(Cl)cc3C2=O)cc1	0	-2

# (list continues)
# Each structure is followed by: Pf apPOL inh | mHTT CaM bind
> Cc1ccc(C)c(OCC(=O)Nc2ccc(S(=O)(=O)N3CCCC3)cc2)c1
    -3 | -1
> CCCC1CCC(C2=N/C(=C\c3ccccc3)C(=O)O2)CC1 (stereo not given)
    -2 | -1
> CCc1nc(NCC(C)C)c2c(C)nn(-c3ccc(C)cc3)c2n1
    -2 | -39
> O=C(Nc1nc2ccccc2[nH]1)c1ccccc1O
    -1 | -6
> Cc1ccccc1NC(=O)c1cc(C)n2nccc2n1
    -1 | -5
> CCOCc1cn(CC(=O)c2ccc(CC)cc2)c(C)nc1=N
    0 | 3
> Cc1ccc(Cl)cc1N1CCN(C(=O)c2ccc(Cn3cncn3)cc2)CC1
    -4 | 89*
> CC(=O)N1CCc2[nH]c3ccc(C(=O)NCCc4nc5ccccc5n4C)cc3c2C1
    -2 | 14
> COCOCCn1cc(CN2CCS(=O)(=O)N(Cc3ccc(-c4ccc(Cl)c(Cl)c4)cc3)C(C(C)C)C2=O)nn1 (stereo not given)
    -11 | 100*
> O=C(Cn1cccc1-c1nnc(C2CC2)o1)NCc1ccccc1
    0 | -6
> Cc1cc(C)n(-c2cc(Nc3ccc(Br)cc3)ncn2)n1
    -2 | 8
> Cc1nc(N2CCOCC2)nc(OC2C(=O)c3ccccc3C2=O)c1[N+](=O)[O-]
    -5 | 10
> O=C(Nc1ccc([N+](=O)[O-])cc1)NC1(C(F)(F)F)Oc2ccc(Cl)cc2O1 (stereo not given)
    -3 | 4
> CCCOc1ccc(Br)cc1CC(=O)O
    -2 | -64
> CC1=C(C)CC2C(=O)N(c3cccc(C(F)(F)F)c3)C(=O)C2C1 (stereo not given)
    5 | -4
> COc1ccc(-n2ncc3c(N4CCN(c5ccc(F)cc5)CC4)ncnc32)cc1
    -4 | 13
> CCc1cccc(NC(=O)N2CCCN(C3CCN(CCOC)C3=O)CC2)c1 (stereo not given)
    2 | -2
> O=C(Nc1nccs1)C1CCCN(c2ncnc3c2nc2n3CCCCC2)C1 (stereo not given)
    -2 | 1
> CCC(C)[C@H]1COCCS(=O)(=O)N1Cc1ccc(Br)cc1 (stereo not given in full)
    -7 | -6
> Cc1ccc(C(=O)Nc2cc(Cl)ccc2Cl)c(Cl)c1
    -14 | -13
> Cc1c(C2=N/C(=C/c3ccc(Br)cc3)C(=O)O2)cccc1[N+](=O)[O-]
    2 | -3
> COc1cccc(-c2cc3n(n2)CCCN(C(=O)c2ccsc2)C3)c1
    -6 | 1
> CCOc1cccc2cc(C(C)=O)c(=O)oc12
    -2 | 5
> CCC(=O)N1CCc2cc(N3CC(C(=O)NCc4cccnc4)CC3=O)ccc21 (stereo not given)
    -4 | -1
> CN1C(=O)c2cccc(NC(=O)c3ccc4c(c3)CCCC4)c2C1=O
    1 | -15
> Fc1ccc(Cc2nc(-c3ccnc(N4CCCC4)c3)no2)cc1
    0 | -60
> C1=Nc2cccc3cccc(c23)N1
    . | 30
> CCCc1ccc(S(=O)(=O)N2CCC3(CC2)NCCN=C3NC2CCCCCC2)cc1
    8 | 0
> CCOc1ccc(NC(=O)CC2SC(=O)N(CC(=O)c3ccccc3)C2=O)cc1 (stereo not given)
    -3 | -7
> Cc1nn(C)c(C)c1S(=O)(=O)N1CCC(n2c(-c3cccs3)nc3cccnc32)C1 (stereo not given)
    2 | 10
> Cn1c(CCNC(=O)C2CCc3sc(C(=O)N4CCCC4)cc3C2)nc2ccccc21 (stereo not given)
    -2 | 9
> Cc1cc(N2CCN(CCO)CC2)n2c(nc3ccccc32)c1C#N
    1 | -7
> CCc1ccc(-c2noc(-c3c(O)c4ccc(F)cc4[nH]c3=O)n2)cc1
    -2 | -11
> O=C(c1cccc(OCC2CCCN(C(=O)c3ccoc3)C2)c1)N1CCCC1 (stereo not given)
    -6 | 4
> Cc1cc(C)cc(NC(=O)Cn2nc(N3CCCCCC3)c3ccccc3c2=O)c1
    -2 | -5
> Cn1ccc2c(-c3ccc(F)cc3F)cc3c(c21)C1CCC3O1 (stereo not given)
    12 | 12
> O=C(Nc1ccccc1C(=O)NCCCn1ccnc1)c1ccc([N+](=O)[O-])cc1
    -5 | .
> Cc1cccc(-n2nnc(C(=O)Nc3ccccc3F)c2N)c1
    -6 | 4
> Cc1nc2nc(SCc3cc(=O)n4c(C)cccc4n3)nn2c(C)c1Cc1ccccc1Cl
    -7 | 7
> CSc1nccn1CC(=O)Nc1ccccc1
    3 | 4

# As entered above:
# O=C(c1cccc(OCC2CCCN(C(=O)c3ccoc3)C2)c1)N1CCCC1 (stereo not given) in mHTT CaM bind has 4
# Cn1c(CCNC(=O)C2CCc3sc(C(=O)N4CCCC4)cc3C2)nc2ccccc21 (stereo not given) in Pf apPOL inh has -2
# CCc1ccc(-c2noc(-c3c(O)c4ccc(F)cc4[nH]c3=O)n2)cc1 in Pf apPOL inh has -2

# Going on with the list.
# Each structure is followed by: Pf apPOL inh | mHTT CaM bind
> O=C(NCCc1ccc(Cl)cc1)c1ccc2c(c1)NC(=O)C(N1CCOCC1)S2 (stereo not given)
    -13 | 3
> COc1ccc(C(=O)N2CCC3(C2)NCc2ccccc2NC3=NC2CCCC2)cn1 (stereo not given)
    -6 | 3
> CCN1CCn2cc(C(=O)NCc3cccc(F)c3)nc2C1
    -6 | 26
> CC1CCC(NC(=O)C2c3ccccc3C(=O)N2Cc2ccc(F)cc2)CC1 (stereo not given)
    -6 | 52*
> COc1ccc(C=C2Oc3cc(OCC(=O)OC(C)C)ccc3C2=O)c(OC)c1
    -11 | -18
> NC(CN1CCCCC1)=NS(=O)(=O)c1cc(Cl)cc(Cl)c1
    -4 | .
> CCCCC(=O)Nc1ccc(NC(=O)c2ccc([N+](=O)[O-])cc2Cl)cc1OC
    -2 | 0
> COc1ccc(C2CC(c3cccc(F)c3)=NN2C(=O)CN2CCC(C)CC2)cc1 (stereo not given)
    -6 | 23
